Source: PubChem (several laboratories)
NCOA2 inhibitor = inhibition of GAL4-SRC2 driven luciferase reporter, primary screen, SRC2 inhibitor project, cell-based, luminescence | HEK293 GAL4-SRC2 luciferase reporter | 370,000 tested, 0.17% active | Nuclear receptor coactivator 2 (Homo sapiens), Q15596 | AID 651957, 2012 | inhibition, % at 9 µM;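 active = inhibition above the mean inhibition of all tested compounds plus 3 SD, set per campaign, cut at about 52% in these data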;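 also: 0% = DMSO treated cells and 100% = cells given Gossypol at 36 µM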
TWEAK-Fn14 inh = inhibitors of TWEAK-Fn14 signaling, primary screen, luciferase reporter cells, uHTS; inhibition, % at 10 µM; TWEAK-stimulated Fn14 reporter cells, luciferase luminescence, 8 h; 360,000 tested, 2% active; AID 1159606, 2016; in the data active = inhibition above about 50%
NCOA1 inh = SRC1 coactivator transcriptional activity inhibitors, primary screen, cell-based, luminescence; Nuclear receptor coactivator 1 (Homo sapiens), Q15788; HEK293 GAL4-SRC1 luciferase reporter; inhibition, % at 3.6 µM; 360,000 tested, 0.12% active; AID 588354, 2011;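 active = inhibition above the campaign mean plus 3 SD, with each screening campaign given its own cutoff, cut at about 60% in these data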;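 also: 0% = DMSO treated cells and 100% = gossypol at 36 µM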
Target sequence (Q15788 whole entry, looked up, the tested form may be a part): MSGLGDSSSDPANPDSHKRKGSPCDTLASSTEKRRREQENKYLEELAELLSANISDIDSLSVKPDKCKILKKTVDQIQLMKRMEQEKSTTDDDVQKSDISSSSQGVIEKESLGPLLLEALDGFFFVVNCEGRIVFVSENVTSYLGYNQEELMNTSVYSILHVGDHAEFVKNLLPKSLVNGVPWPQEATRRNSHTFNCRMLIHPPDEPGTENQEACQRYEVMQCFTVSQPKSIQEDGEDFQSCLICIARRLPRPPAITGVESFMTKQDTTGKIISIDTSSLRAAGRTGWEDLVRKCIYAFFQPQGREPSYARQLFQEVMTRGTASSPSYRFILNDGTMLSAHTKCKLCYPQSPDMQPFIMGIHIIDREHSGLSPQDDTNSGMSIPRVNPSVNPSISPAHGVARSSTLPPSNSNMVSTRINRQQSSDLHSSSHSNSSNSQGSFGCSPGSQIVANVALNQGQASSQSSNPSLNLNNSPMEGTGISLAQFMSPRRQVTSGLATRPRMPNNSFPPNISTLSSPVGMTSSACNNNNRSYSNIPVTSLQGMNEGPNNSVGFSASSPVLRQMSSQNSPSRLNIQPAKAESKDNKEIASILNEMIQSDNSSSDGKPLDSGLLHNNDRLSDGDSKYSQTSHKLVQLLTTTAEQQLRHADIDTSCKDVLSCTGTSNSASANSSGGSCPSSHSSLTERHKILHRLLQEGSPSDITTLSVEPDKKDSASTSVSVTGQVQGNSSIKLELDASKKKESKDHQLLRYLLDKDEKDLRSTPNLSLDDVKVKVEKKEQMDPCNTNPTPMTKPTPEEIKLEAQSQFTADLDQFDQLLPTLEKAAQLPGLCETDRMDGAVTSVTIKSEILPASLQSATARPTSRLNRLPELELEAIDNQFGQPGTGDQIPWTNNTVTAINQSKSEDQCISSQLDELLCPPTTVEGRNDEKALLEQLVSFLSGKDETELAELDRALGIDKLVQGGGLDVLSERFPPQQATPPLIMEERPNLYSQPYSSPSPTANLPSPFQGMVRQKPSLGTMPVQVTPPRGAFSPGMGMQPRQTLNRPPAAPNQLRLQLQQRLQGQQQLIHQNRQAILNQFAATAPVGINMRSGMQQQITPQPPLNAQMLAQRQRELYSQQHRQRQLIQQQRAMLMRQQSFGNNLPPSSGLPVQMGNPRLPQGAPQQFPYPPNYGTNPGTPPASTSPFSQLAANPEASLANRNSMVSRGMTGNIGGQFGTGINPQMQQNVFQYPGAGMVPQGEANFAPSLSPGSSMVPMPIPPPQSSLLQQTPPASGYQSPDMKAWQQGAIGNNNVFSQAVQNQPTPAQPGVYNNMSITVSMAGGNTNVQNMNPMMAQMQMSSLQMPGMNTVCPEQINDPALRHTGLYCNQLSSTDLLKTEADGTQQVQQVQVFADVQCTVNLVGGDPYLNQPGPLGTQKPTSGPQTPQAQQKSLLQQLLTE
SRC3 inh = SRC3 coactivator transcriptional activity inhibitors, primary screen, cell-based, luminescence. AID 588352, 2011. HEK293 GAL4-SRC3 luciferase reporter. inhibition, % at 3.6 µM. Nuclear receptor coactivator 3 (Homo sapiens), Q9Y6Q9. 360,000 tested, 0.17% active;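 active = inhibition above a per-campaign cutoff, the mean of all compounds plus 3 SD, cut at about 60% in these data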;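 also: 0% = DMSO-treated cells and 100% = gossypol-treated cells at 36 µM; higher means less SRC3-driven luciferase light from the GAL4 reporter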
KKLEB tox = cytotoxicity in KKLEB CF airway cells, primary screen, cytotoxicity control for CF NF-kB inhibitor project, cell-based, uHTS, fluorescence assay plates; KKLEB CF airway cells viability, ATPlite luminescence, overnight; hits give low values; cells stimulated with P. aeruginosa culture filtrate; activity change (cytotoxicity), % at 5 µM; 360,000 tested, 0.36% active; AID 602141, 2011;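 active = corrected activity change at or below -50% at 5 µM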
COUP-TFII inh = NR2F2 transcriptional activity inhibitors, primary screen, cell-based, luciferase reporter, HEK293T, luminescence | COUP transcription factor 2 (Homo sapiens), P24468 | 370,000 tested, 0.7% active | inhibition, % at 8.6 µM | AID 686940, 2013 | HEK293T NGFI-A luciferase reporter;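 active = inhibition above a per-plate cutoff, mean inhibition of test wells between control levels plus 3 SD, cut at about 38% in these data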;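 also: cells cotransfected with COUP-TFII expression vector driving the NGFI-A reporter; 0% = median of COUP-TF2 test wells and 100% = reporter-only cells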
TROY signal inh = inhibitors of TROY-driven NF-kB signaling, primary screen, Q293 LMP1-TROYcd cells, NF-kB luciferase, uHTS | 360,000 tested, 0.98% active | inhibition, % at 10 µM | Q293 LMP1-TROYcd NF-kB luciferase reporter, 4 h;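 active = compounds whose plate-normalised and pattern-corrected inhibition of the luciferase reporter signal at the single screening dose is 50% or more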
LMP1 NFkB inh = EBV LMP1-driven NF-kappaB luciferase reporter inhibitors, primary screen, cell-based, luminescence, single point. 350,000 tested, 0.69% active. LMP1-induced NF-kappaB luciferase reporter cells. inhibition, % at 12.5 µM; in the data active = inhibition above about 41%;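 also: 0% = neutral control wells and 100% = reference inhibitor control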
CF NFkB block = inhibitors of PAF-induced NF-kB signaling, primary screen, cell-based, GFP fluorescence, uHTS; inhibition, % at 5 µM; AID 588850, 2011; KKLEB NF-kB-GFP reporter, GFP fluorescence overnight; 360,000 tested, 0.86% active;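 active = at least 50% inhibition at 5 µM, scaled per plate between neutral and stimulator controls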;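 also: PAF is a Pseudomonas aeruginosa culture filtrate used as stimulus; plate controls were PAF-stimulated DMSO wells for no effect and unstimulated DMSO wells for full effect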
NR5A2 inv ag = LRH-1 (NR5A2) inverse agonists, primary screen, cell-based, luminescence, HEK293T, StAR-luciferase reporter; LRH-1 transfected, 24 h; inhibition, % at 3.6 µM; 360,000 tested, 0.13% active; AID 602396, 2012;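 active = inhibition above the mean inhibition of all tested compounds plus 3 SD, cut at about 73% in these data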;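 also: 0% = DMSO wells and 100% = reporter-only cells lacking LRH-1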
TRAIL sens C8 = viability loss with TRAIL in NB7+C8 cells, primary screen, TRAIL sensitizer project, cell-based, ATPlite luminescence. inhibition (viability loss, TRAIL sensitization), % at 10 µM. 360,000 tested, 1% active. AID 624354, 2012;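 active = compounds causing at least 50% loss of cell viability in the single-dose screen, relative to plate controls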
Active calls of the source: *; nt = not tested or not shown.

[1] O=C(COc1ccc(Br)cc1Cl)NC(=S)N1CCc2ccccc21
[2] CCSc1ccccc1C(=O)NCCCn1ccnc1
[3] CNc1nc(SC)nc(N(C#N)CC(=O)OC)n1
[4] CSc1ncc2c(n1)-c1cc(C)ccc1SC2
[5] CNc1c(NS(=O)(=O)c2cc(Cl)ccc2OC)c(=O)oc2ccccc12

assay / compound	1	2	3	4	5
NCOA2 inhibitor	-9	12	0	14	-12
TWEAK-Fn14 inh	-70	11	8	0	-9
NCOA1 inh	-19	3	-7	-6	4
SRC3 inh	-30	17	10	12	-1
KKLEB tox	7	-7	-4	-18	4
COUP-TFII inh	-2	-8	-7	-3	21
TROY signal inh	-38	1	-3	3	6
LMP1 NFkB inh	-41	3	-2	11	-7
CF NFkB block	-10	4	3	0	4
NR5A2 inv ag	-40	1	20	17	-26
TRAIL sens C8	1	-2	-1	-13	1

[6] CC1=C(C(=O)N(C(C)C)C(C)C)CC(CC(=O)NCC2CCCCC2)C(=O)N1Cc1ccc(C(C)(C)C)cc1 (stereo unspecified)
[7] N#Cc1ccccc1N/C=C/C(=O)c1ccc(Cl)cc1
[8] O=C(COC(=O)/C=C/c1ccc(S(=O)(=O)N2CCOCC2)cc1)NCc1ccc2c(c1)OCO2
[9] N#CCCN(C(=O)COC(=O)c1ccc2ccccc2n1)c1ccccc1
[10] COc1ccc(C(=O)Nc2ccccc2)cc1S(=O)(=O)NCc1ccco1

assay / compound	6	7	8	9	10
NCOA2 inhibitor	-20	-57	-9	6	-2
TWEAK-Fn14 inh	19	35	-14	18	7
NCOA1 inh	nt	-99	-9	-1	5
SRC3 inh	nt	-62	2	4	-16
KKLEB tox	nt	-17	4	23	12
COUP-TFII inh	10	-34	12	-9	6
TROY signal inh	35	-56	3	13	-1
LMP1 NFkB inh	nt	nt	3	3	-2
CF NFkB block	nt	-14	15	-19	6
NR5A2 inv ag	0	-121	23	-10	1
TRAIL sens C8	9	51*	0	0	-13

[11] Cc1onc(-c2c(Cl)cccc2Cl)c1C(=O)N=C(N)N1CCCC1
[12] Cc1ccc(C)c(N2CN(Cc3cccnc3)CNC2=S)c1
[13] COc1ccc(CNC(=O)C2CCN(S(=O)(=O)N3CCCC3)CC2)c(OC)c1
[14] S=C(NCCc1ccccc1)N/N=C/c1cccs1
[15] O=C(CSc1ccncc1)Nc1ccc2ccccc2c1

assay / compound	11	12	13	14	15
NCOA2 inhibitor	5	-1	3	16	1
TWEAK-Fn14 inh	-1	-5	5	-24	17
NCOA1 inh	3	7	-13	-29	-25
SRC3 inh	8	8	14	-38	-3
KKLEB tox	9	7	-10	8	-5
COUP-TFII inh	10	-13	0	7	7
TROY signal inh	-3	-1	-6	-64	0
LMP1 NFkB inh	-9	12	-1	nt	-6
CF NFkB block	-8	4	4	-12	0
NR5A2 inv ag	15	9	-32	-72	2
TRAIL sens C8	-18	-5	1	0	-6

[16] CN(C)c1ccc(C2CC(c3cccc(NS(C)(=O)=O)c3)=NN2C(=O)c2ccccc2)cc1 (stereo unspecified)
[17] COc1ccc(OC)c(Nc2nc(N(C)c3ccccc3)nc(N)c2[N+](=O)[O-])c1
[18] CCOC(=O)C(C(=O)OCC)C1N=C(N)N=C2Oc3ccccc3N21 (stereo unspecified)
[19] Cc1nccn1CCCN1C(=O)OC2(CCCCC2)C1(C)O (stereo unspecified)
[20] Cc1ccccc1Cn1c2ccccc2c2cn[nH]c(=O)c21

assay / compound	16	17	18	19	20
NCOA2 inhibitor	4	16	-20	-41	-4
TWEAK-Fn14 inh	-9	0	-3	4	-14
NCOA1 inh	-6	-3	-14	-16	-9
SRC3 inh	25	4	-17	-15	-6
KKLEB tox	5	10	0	0	0
COUP-TFII inh	-10	1	-23	7	1
TROY signal inh	4	-3	-38	-4	1
LMP1 NFkB inh	-6	4	-18	-2	-5
CF NFkB block	2	-2	-14	-1	4
NR5A2 inv ag	16	-3	-6	-6	-19
TRAIL sens C8	-1	4	16	3	-10

[21] O=C(Nc1ccccc1OC(F)F)c1ccc(Br)o1
[22] COc1ccccc1N(CCC#N)C(=O)COC(=O)CCC(=O)c1ccc(F)cc1
[23] CC(C)CCNC(=S)NC1CCCC1
[24] COc1ccc(-c2cc3nc(C)c(C)c(N4CCN(C(=O)c5ccoc5)CC4)n3n2)cc1
[25] CC(NC(=O)c1ccco1)C(=O)N1CC=C(c2ccccc2)CC1 (stereo unspecified)

assay / compound	21	22	23	24	25
NCOA2 inhibitor	-10	13	-2	-23	-7
TWEAK-Fn14 inh	15	9	-1	-9	4
NCOA1 inh	6	3	-15	7	0
SRC3 inh	-9	-31	-4	13	9
KKLEB tox	-1	11	11	-4	0
COUP-TFII inh	-8	-21	11	-9	-1
TROY signal inh	9	0	19	-5	-10
LMP1 NFkB inh	6	-1	1	1	4
CF NFkB block	8	3	7	7	-11
NR5A2 inv ag	-3	10	-2	33	-2
TRAIL sens C8	-12	-5	0	-20	-2

[26] COCCn1c(=O)[nH]c(=O)c2cc(C(=O)c3cc(Cl)ccc3O)cnc21
[27] O=C(Nc1ccccc1)N(c1ccccc1)C1C=CS(=O)(=O)C1 (stereo unspecified)
[28] CCOC(=O)c1c(C)[nH]c(C=O)c1Cc1cccc(Cl)c1
[29] CC(C)CN(C(=O)COC(=O)c1ccc2c(c1)OCCO2)c1c(N)n(Cc2ccccc2)c(=O)[nH]c1=O
[30] O=C(CSc1nnc(Cc2ccccc2)o1)Nc1cccc(F)c1

assay / compound	26	27	28	29	30
NCOA2 inhibitor	nt	2	-12	-36	8
TWEAK-Fn14 inh	0	16	43	1	-2
NCOA1 inh	8	7	3	-1	-7
SRC3 inh	6	13	0	-6	5
KKLEB tox	-4	4	-5	-12	-16
COUP-TFII inh	nt	-1	1	-36	4
TROY signal inh	5	-23	13	13	5
LMP1 NFkB inh	-7	nt	1	-8	-10
CF NFkB block	-10	2	22	7	12
NR5A2 inv ag	0	10	3	3	1
TRAIL sens C8	-12	0	11	-16	-5

[31] CCCC(=O)Nc1ccc(OCC(=O)OC)cc1
[32] Brc1ccc(CN2CC[C@H]3C=CCc4cccc(c43)C2)cc1
[33] CC(C)CC1NC2(C(=O)N(C)c3ccccc32)C2C(=O)N(C(C)C)C(=O)C12 (stereo unspecified)
[34] O=C(c1ccncc1)c1ccc(N2CCN(C3CC(=O)N(Cc4ccccc4)C3=O)CC2)cc1 (stereo unspecified)
[35] CN(C)c1ccc(NC(=S)N(CCc2ccccc2)C2CC(=O)N(c3c(Cl)cccc3Cl)C2=O)cc1 (stereo unspecified)

assay / compound	31	32	33	34	35
NCOA2 inhibitor	16	-5	-3	2	-2
TWEAK-Fn14 inh	2	0	12	40	5
NCOA1 inh	-7	-27	-2	1	-9
SRC3 inh	-17	-7	-7	-2	24
KKLEB tox	5	-8	13	2	3
COUP-TFII inh	16	0	-8	36	-11
TROY signal inh	2	4	-7	34	13
LMP1 NFkB inh	7	3	-2	5	-3
CF NFkB block	-3	27	2	9	4
NR5A2 inv ag	-8	-12	-22	24	4
TRAIL sens C8	0	8	-10	-2	10

[36] CCCCn1c(SCC(=O)NC2CCS(=O)(=O)C2)nc2cc(S(N)(=O)=O)ccc21 (stereo unspecified)
[37] O=S(=O)(Nc1cccnc1Cl)c1ccc2c(c1)OCCO2
[38] Cc1c(C(=O)N2CCC2(C)C(=O)O)oc2ccccc12 (stereo unspecified)
[39] Cn1nc(C(F)(F)F)c(/C=N/OC(=O)c2ccccc2)c1SCc1ccccc1Cl
[40] Cc1nn(C(=O)Cn2cc([N+](=O)[O-])cn2)c(C)c1Cl

assay / compound	36	37	38	39	40
NCOA2 inhibitor	-30	-10	-13	4	7
TWEAK-Fn14 inh	-3	1	2	-2	-9
NCOA1 inh	-2	-5	3	7	7
SRC3 inh	19	21	-7	1	4
KKLEB tox	17	8	-21	3	7
COUP-TFII inh	-13	0	4	6	8
TROY signal inh	10	7	-4	24	9
LMP1 NFkB inh	-2	-1	nt	7	8
CF NFkB block	-6	1	6	27	0
NR5A2 inv ag	-4	9	15	-4	1
TRAIL sens C8	-4	-4	9	1	-5

Some of the entries so far, with two lines to a compound:
Sequence of screens – NCOA2 inhibitor, TWEAK-Fn14 inh, NCOA1 inh, SRC3 inh, KKLEB tox, COUP-TFII inh, TROY signal inh, LMP1 NFkB inh, CF NFkB block, NR5A2 inv ag, TRAIL sens C8
4	CSc1ncc2c(n1)-c1cc(C)ccc1SC2
    14, 0, -6, 12, -18, -3, 3, 11, 0, 17, -13
35	CN(C)c1ccc(NC(=S)N(CCc2ccccc2)C2CC(=O)N(c3c(Cl)cccc3Cl)C2=O)cc1 (stereo unspecified)
    -2, 5, -9, 24, 3, -11, 13, -3, 4, 4, 10

One compound at a time (already shown). Order of screens: NCOA2 inhibitor, TWEAK-Fn14 inh, NCOA1 inh, SRC3 inh, KKLEB tox, COUP-TFII inh, TROY signal inh, LMP1 NFkB inh, CF NFkB block, NR5A2 inv ag, TRAIL sens C8
Cn1nc(C(F)(F)F)c(/C=N/OC(=O)c2ccccc2)c1SCc1ccccc1Cl across the screens: 4, -2, 7, 1, 3, 6, 24, 7, 27, -4, 1
CCCCn1c(SCC(=O)NC2CCS(=O)(=O)C2)nc2cc(S(N)(=O)=O)ccc21 (stereo unspecified) across the screens: -30, -3, -2, 19, 17, -13, 10, -2, -6, -4, -4

New compounds follow.
[41] Oc1ccc(C(c2nnnn2C2CCCCC2)N2CCOCC2)cc1 (stereo unspecified)
[42] COC(=O)c1c(NC(=O)c2ccc(Br)o2)sc(C)c1C
[43] CC(=O)c1cccc(S(=O)(=O)NCCC(=O)NC2CCCCCC2)c1
[44] O=c1[nH]c2c(c(=O)[nH]1)OCN(Cc1ccccc1)C2

assay / compound	41	42	43	44
NCOA2 inhibitor	12	6	-28	-37
TWEAK-Fn14 inh	12	-9	19	-33
NCOA1 inh	-18	2	-24	-1
SRC3 inh	8	6	-8	1
KKLEB tox	15	10	-6	12
COUP-TFII inh	-10	8	17	5
TROY signal inh	-10	-46	12	6
LMP1 NFkB inh	-2	-11	3	-1
CF NFkB block	-6	-14	16	-11
NR5A2 inv ag	0	10	3	-5
TRAIL sens C8	-2	21	-13	1
